Apaf-1 inh – inhibitors of human Apaf-1 apoptosome; reconstituted apoptosome caspase-3 activity, DEVD-Rh110 fluorescence; 0.71% of 330,000 active; inhibition, % at 20 µM; O14727; active = inhibition of at least 40% at 20 µM;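 also: plate controls were DMSO wells for no effect and DEVD-CHO caspase inhibitor wells for full effect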
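Assay system – apoptosome proteins · Medium – Hepes buffer, pH 7.5 · Also added – cytochrome c with DEVD-Rh110 · Timing – 30 min compound preincubation, 50 min activation, room temperature · Detection – Rh110 fluorescence, excitation 480 nm, emission 540 nm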
PfG6PD inh – PfG6PD (Plasmodium falciparum) enzyme inhibition; PfGluPho enzyme, NADPH resazurin-diaphorase fluorescence; inhibition, % at 20 µM; 0.78% of 350,000 active; AID 504690;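 active = inhibition reaching at least a set limit at 20 µM in the primary screen, cut at about 59% in these data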;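 also: 0% = DMSO wells with substrate and 100% = DMSO wells lacking glucose-6-phosphate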
SENP8 block-1 – inhibitors of human SENP8 protease. Q96LD8. purified SENP8, Z-RLRGG-aminoluciferin cleavage, luminescence. inhibition, % at 10 µM. 1.2% of 330,000 active. AID 2540; in the data active = inhibition above about 50%
Target sequence (Q96LD8 whole entry, looked up): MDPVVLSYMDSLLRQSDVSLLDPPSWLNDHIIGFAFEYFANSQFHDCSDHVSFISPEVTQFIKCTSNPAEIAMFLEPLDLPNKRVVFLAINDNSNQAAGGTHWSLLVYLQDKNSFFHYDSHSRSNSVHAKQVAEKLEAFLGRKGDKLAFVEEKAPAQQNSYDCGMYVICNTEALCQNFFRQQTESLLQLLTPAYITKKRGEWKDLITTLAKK
SENP8 block-2 – inhibitors of human SENP8 protease | AID 602440 | inhibition, % at 20 µM | Q96LD8 | recombinant SENP8, Nedd8 substrate fluorescence | 0.64% of 360,000 active; in the data active = inhibition mostly above about 40%, no sharp cut-off; inactive = mostly below about 27%
NALP3 yeast inh – blocks the NALP3 inflammasome reconstituted in yeast; inhibition, % at 10 µM; AID 2825; 0.39% of 330,000 active; Yeast reconstituted NLRP3/ASC/caspase-1, beta-gal luminescence, 24 h;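 active = inhibition of 50% or more; inactive = inhibition below 50%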;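 also: plate controls were induced DMSO wells for no effect and uninduced yeast grown without galactose for full effect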
HKDC1 inh – blocks human hexokinase HKDC1 activity; recombinant HKDC1, G6PDH/diaphorase resazurin coupled fluorescence; inhibition, % at 20 µM; 0.16% of 340,000 active;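 active = inhibition above about 35% when tested at 20 µM, limit read from the data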;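 also: plate controls were DMSO wells with enzyme for no effect and DMSO wells lacking enzyme for full effect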
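System: Recombinant HKDC1 hexokinase | Amount: HKDC1 at 5 µg/mL | Reagent: Glucose with 1 mM ATP | Doses: Single 20 µM dose | Incubation: Reaction time 90 min, room temperature, protected from light | Signal: Coupled resazurin fluorescence, excitation 525 nm, emission 613 nm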
SENP7 block – inhibitors of human SENP7 protease. Q9BQF6. recombinant SENP7, Z-RLRGG-aminoluciferin luminescence, 40 min. inhibition, % at 5 µM. 1.5% of 330,000 active. AID 434973;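 active = inhibition above about 50% at the single test dose, limit read from the data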;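 also: plate controls were DMSO with enzyme for no effect and no enzyme buffer wells for full effect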
Target sequence (Q9BQF6 706-1050 limits assumed): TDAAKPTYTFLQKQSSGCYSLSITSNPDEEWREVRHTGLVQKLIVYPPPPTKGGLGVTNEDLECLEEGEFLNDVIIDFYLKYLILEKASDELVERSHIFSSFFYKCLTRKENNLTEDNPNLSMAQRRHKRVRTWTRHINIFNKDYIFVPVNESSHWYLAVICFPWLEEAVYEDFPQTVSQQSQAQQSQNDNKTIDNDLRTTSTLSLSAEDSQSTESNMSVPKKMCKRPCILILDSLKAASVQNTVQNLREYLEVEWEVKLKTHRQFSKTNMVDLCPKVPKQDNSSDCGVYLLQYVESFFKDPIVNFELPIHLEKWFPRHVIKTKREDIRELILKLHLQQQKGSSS
SENP1 FRET inh – SENP1 (human) catalytic domain inhibition; inhibition, % at 10 µM; recombinant SENP1 catalytic domain, CyPet-SUMO1-YPet FRET cleavage; Q9P0U3; 0.21% of 360,000 active;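 active = inhibition at least 30% at 10 µM, raw YFP signal under a set limit, fluorescence ratio 0.5 to 1.5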;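 also: 0% = enzyme with DMSO and 100% = no enzyme wells; some results filed as inactive read as strong as hits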
Target sequence (Q9P0U3 419-644 limits assumed): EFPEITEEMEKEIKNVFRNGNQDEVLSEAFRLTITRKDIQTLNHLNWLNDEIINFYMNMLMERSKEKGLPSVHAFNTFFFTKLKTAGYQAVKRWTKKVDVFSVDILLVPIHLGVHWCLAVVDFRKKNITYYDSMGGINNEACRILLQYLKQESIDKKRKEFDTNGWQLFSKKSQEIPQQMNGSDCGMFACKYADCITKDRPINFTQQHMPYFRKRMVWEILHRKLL
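system = hSENP1 catalytic domain, recombinant | reagent = SFCypet-SUMO1-SFYpet substrate at 25 nM | doses = one dose per compound, 10 µM, 0.5% DMSO | incubation = enzyme reaction for 50 min at room temperature, dark | measured by = FRET, CFP and YFP emission | controls = no-enzyme low, enzyme-DMSO high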
SENP6 block – blocks the human protease SENP6. Q9GZR1. Recombinant SENP6 catalytic domain, aminoluciferin luminescence. inhibition, % at 10 µM. 1.8% of 330,000 active. AID 2599;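 active = inhibition above about 50% at the single tested dose, limit read from the data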;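 also: plate controls were DMSO wells with enzyme for no effect and DMSO wells lacking enzyme for full effect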
* hit, by the source's call; x = no result given. Rows are unselected; overall some 4.1% were active at least once.

mol,Apaf-1 inh,PfG6PD inh,SENP8 block-1,SENP8 block-2,NALP3 yeast inh,HKDC1 inh,SENP7 block,SENP1 FRET inh,SENP6 block
COC(=O)c1ccc(Cn2nnc3ccccc32)cc1,-11,7,-6,6,21,-4,-6,1,-6
CC(Oc1cc2oc(=O)c3c(c2cc1Cl)CCC3)C(=O)N1C[C@H]2C[C@@H](C1)c1cccc(=O)n1C2 (stereo partly drawn),23,-6,-5,-173,7,1,45,-19,-7
Fc1ccccc1Cc1noc(CN(Cc2ccccn2)CC2CCCO2)n1 (stereo not drawn),8,6,-4,4,6,-4,7,3,-11
CC(=O)Nc1ccc(C(=O)OCC(=O)Nc2ccc(N3CCOCC3)cc2)cc1,-8,-8,1,20,12,6,-4,-1,0
O=C(COc1ccc(NC(=O)c2cccs2)cc1)c1ccc(F)cc1,-5,-7,-6,7,14,-7,11,2,-26
N#Cc1c(-c2ccc(Cl)cc2)ccnc1N1CCOCC1,10,-11,-7,-303,25,-5,-2,-5,-9
Cc1ccc(-c2noc(Cn3nc(C(=O)O)c4ccccc4c3=O)n2)cc1,5,2,2,14,14,-1,-7,0,-21
CCOC(=O)C1(CCOC)CCN(C(=O)Cc2ccsc2)CC1,-12,-12,-1,7,12,0,2,0,2
Cc1ccc2c(c1)N(C(=O)CCC(=O)NCc1ccccn1)CC(C)O2 (stereo not drawn),5,-5,-11,3,23,-9,2,1,-8
COCc1cc(C)nc(SCC[N+](C)(C)CC(=O)Nc2cccc(C(F)(F)F)c2)c1C#N,-13,13,-5,10,5,-3,-4,-1,0
O=C(c1cc2ccccc2o1)N1CCN(CCOc2ccccc2)CC1,12,3,-1,-9,36,-2,5,-5,8
COC(=O)c1ccc(S(=O)(=O)NCc2ccc(S(N)(=O)=O)cc2)o1,4,-6,-11,25,12,0,-7,0,0
COc1ccc(N2CCN(C(=O)CN(c3ccc(Br)cc3)S(C)(=O)=O)CC2)cc1,-10,-3,-7,18,23,10,8,-2,-5
Cc1nc(Nc2ccccc2)sc1C,-1,18,-4,3,18,15,0,1,-7
COc1cc(CNc2ccc3[nH]c(=O)[nH]c3c2)ccc1OCc1ccccc1F,3,34,22,-208,26,2,19,2,29

Filtered by structure: those above with an aryl methoxy group.
mol,Apaf-1 inh,PfG6PD inh,SENP8 block-1,SENP8 block-2,NALP3 yeast inh,HKDC1 inh,SENP7 block,SENP1 FRET inh,SENP6 block
COc1ccc(N2CCN(C(=O)CN(c3ccc(Br)cc3)S(C)(=O)=O)CC2)cc1,-10,-3,-7,18,23,10,8,-2,-5
COc1cc(CNc2ccc3[nH]c(=O)[nH]c3c2)ccc1OCc1ccccc1F,3,34,22,-208,26,2,19,2,29

Retrieved by compound from the entries so far (4):
mol,Apaf-1 inh,PfG6PD inh,SENP8 block-1,SENP8 block-2,NALP3 yeast inh,HKDC1 inh,SENP7 block,SENP1 FRET inh,SENP6 block
CC(=O)Nc1ccc(C(=O)OCC(=O)Nc2ccc(N3CCOCC3)cc2)cc1,-8,-8,1,20,12,6,-4,-1,0
COCc1cc(C)nc(SCC[N+](C)(C)CC(=O)Nc2cccc(C(F)(F)F)c2)c1C#N,-13,13,-5,10,5,-3,-4,-1,0
N#Cc1c(-c2ccc(Cl)cc2)ccnc1N1CCOCC1,10,-11,-7,-303,25,-5,-2,-5,-9
O=C(COc1ccc(NC(=O)c2cccs2)cc1)c1ccc(F)cc1,-5,-7,-6,7,14,-7,11,2,-26

By substructure: the compounds so far with a thiophene ring, fused or not
mol,Apaf-1 inh,PfG6PD inh,SENP8 block-1,SENP8 block-2,NALP3 yeast inh,HKDC1 inh,SENP7 block,SENP1 FRET inh,SENP6 block
O=C(COc1ccc(NC(=O)c2cccs2)cc1)c1ccc(F)cc1,-5,-7,-6,7,14,-7,11,2,-26
CCOC(=O)C1(CCOC)CCN(C(=O)Cc2ccsc2)CC1,-12,-12,-1,7,12,0,2,0,2

(list continues)
mol,Apaf-1 inh,PfG6PD inh,SENP8 block-1,SENP8 block-2,NALP3 yeast inh,HKDC1 inh,SENP7 block,SENP1 FRET inh,SENP6 block
Oc1ccccc1Nc1nc(NCc2ccco2)c2ccccc2n1,-10,3,4,-4,21,0,2,-3,-5
CCNC(=O)Cn1c(=O)c(=O)n(Cc2ccccc2)c2ccc(Cl)cc21,-3,-2,-1,-57,-1,-11,4,1,-15
COCCn1c(SCC(=O)Nc2ccc3c(c2)OCCO3)nnc1-c1c[nH]c2ccccc12,-1,11,-3,19,-7,-9,-5,2,12
CCOc1cc(CN2CCN(S(=O)(=O)Cc3ccccc3)CC2)ccc1OC,-2,7,2,7,24,-4,6,0,0
CCN(CC)CCN1C(=O)C(=O)/C(=C(/O)c2ccc(S(=O)(=O)N3CCOCC3)cc2)C1c1ccc(C(C)C)cc1 (stereo not drawn),5,-11,0,2,16,-2,1,3,-6
COc1ccc(-c2nnc(NC(=O)CS(=O)(=O)c3ccc(Cl)cc3)o2)c(OC)c1,6,-36,11,16,4,4,1,0,11
CCOC(=O)CN(C)Cc1cn(C)nc1-c1ccc(Oc2ccccc2)cc1,12,12,-9,15,23,-3,-9,1,-16
O=C(NC1CCN(Cc2ccccc2)CC1)c1cncc(Br)c1,-7,-17,10,4,-4,1,-2,0,11
CC(=O)N1CC(C)Sc2ccc(S(=O)(=O)NC3CCCCC3)cc21 (stereo not drawn),16,9,2,15,7,-7,-6,2,3
O=C(CSC1=NCCS1)N1CCN(c2ccccc2)CC1,-7,4,4,11,12,-7,-2,3,-8
Cc1cc(SCC(=O)NCCN2C(=O)CSC2=O)nc2ccccc12,0,13,1,6,7,-10,-1,1,14
O=C(OCC(=O)N(Cc1ccccc1)Cc1ccccc1)c1cccc(O)c1,5,3,1,14,-39,-2,6,-1,0
c1ccc(-c2ccccc2OCCN2CCOCC2)cc1,-4,-8,1,24,15,-14,2,2,2
C/C(=N/NC(=O)Cc1cccc2ccccc12)c1cccs1,15,25,3,30,-4,-3,5,2,-2
CCOc1cc(C(=O)OC(C)C(=O)Nc2ncc(Cl)cc2Cl)ccc1OCC(=O)N1CCOCC1 (stereo not drawn),7,5,6,15,7,-5,10,-5,5
COC(=O)c1c(SCC(=O)NC2CCCCC2)[nH]c2ccccc2c1=O,-8,-8,-7,-26,6,7,16,-29,-10
OCCC1CCCCN1CC(O)COCc1ccc(Cl)cc1 (stereo not drawn),2,-14,-3,16,9,-6,-1,-1,-12
Cc1ccc(NC(=O)Cn2c(O)c(N=NC(N)=O)c3ccccc32)cc1,-14,-7,-8,33,12,-2,-6,1,-18
CCCOc1ccc(NC(=O)C(=O)NCCCn2ccnc2)cc1,-11,0,-9,5,11,-10,0,1,-15
CCOC(=O)c1cnc2nc(SC)nn2c1N,-4,-2,-9,4,-10,-5,3,0,-9
O=C(NCCc1ccc(C(F)(F)F)cc1)C1CC(=O)N(Cc2ccccc2)C1 (stereo not drawn),6,-3,-1,-2,16,-6,-5,-1,-3
COC(=O)c1ccc(Cn2cc(C(F)(F)F)ccc2=O)cc1,-5,10,-1,9,8,-6,-2,0,-15
O=C(c1ccc(Cl)cc1)N1CCCC(c2ccccc2)=N1,3,4,-8,16,17,-9,7,0,-4
CC(=O)Nc1coc2ccc(Br)cc12,-8,6,3,-38,12,-2,-6,-1,-7
CCCCOc1ccc(N2C(N)=NC(N)=NC23CCCCC3)cc1,4,1,6,7,1,-4,3,0,-6
CCOC(=O)c1c(NC(=O)CSc2nc3ccccc3c(=O)n2-c2ccccc2)sc(C(C)=O)c1C,7,8,-4,6,3,1,2,5,-4
CCO[C@H]1OC(C(=O)O)=C[C@@H](c2ccccc2)[C@@H]1CCCO,0,-37,6,8,6,4,-1,2,2
CCOc1ccc(S(=O)(=O)N2CCNC(=O)C2)cc1,1,-9,-2,-3,10,1,8,0,-2
CCCC1=Nc2cc(C(=O)NCCN3CCOCC3)ccc2Sc2ccccc21,8,8,2,16,7,6,0,0,-22
Cc1cc(C)n(-c2nc3ccccc3c(=O)n2OCc2ccc(Cl)cc2)n1,9,8,-6,0,11,-1,-1,1,5
O=C(CCSCc1cccc(F)c1)NCCc1ccccc1,14,-5,-16,4,27,0,-6,1,-12
O=C(N/C(=C\c1ccc(Cl)cc1)C(=O)N1CCOCC1)c1ccc([N+](=O)[O-])cc1,2,4,-3,12,11,-5,-4,0,-14
CN(C)c1ccc(CNCCC2CCOC(C)(C)C2)cc1 (stereo not drawn),-26,x,3,x,-3,x,0,x,4
COC(=O)[C@@]12CCCCN1[C@H](c1ccc(-c3ccccc3)cc1)[C@@H]1C(=O)N(C)C(=O)[C@@H]12,22,6,-5,19,-3,-2,6,1,-16
COc1ccc(C(=O)NCC(=O)OCC(=O)c2ccc3c(c2)OCCO3)cc1,-1,-15,2,4,10,-4,2,0,3
CCCC(C)C(=O)Nc1nnc(CCc2ccccc2)s1 (stereo not drawn),1,9,10,1,11,4,0,2,20
Cn1c(CCNS(=O)(=O)c2ccccc2)nc2cc([N+](=O)[O-])ccc21,-5,1,-9,20,1,-3,-11,1,-5
O=C(COC(=O)C12CC3CC(CC(Br)(C3)C1)C2)N1CCOCC1,-12,3,9,20,10,-18,0,0,-16
COc1ccc(OC)c(Nc2ncnc3ccccc23)c1,5,-2,-18,-44,24,-2,5,2,-18
COc1ccc(C(=O)OCC(=O)Nc2ccc(F)cc2F)cc1OC,3,-1,-4,20,23,1,-1,1,-4
Cc1c(-n2c(-c3ccccc3Cl)n[nH]c2=S)c(=O)n(-c2ccccc2)n1C,1,31,-7,-2,-6,1,3,2,5
COc1ccc(CCNC(=O)Cn2cnc3ccccc3c2=O)cc1OC,-3,-1,-5,13,-9,-10,-1,0,-16
O=C(COC(=O)CCC(=O)c1ccc(F)cc1)Nc1ccc(N2CCOCC2)cc1,9,27,-3,14,-4,3,-4,2,1
O=C(Nc1cccc2ccccc12)c1ccc([N+](=O)[O-])s1,7,3,1,30,11,-6,9,1,12
COC(=O)N1CC=CC1(C)C(=O)NCc1cc(F)cc(C(F)(F)F)c1 (stereo not drawn),-5,7,-6,12,6,-5,-2,1,-17
O=C(CSC1=NCCN1)C1COc2ccccc2O1 (stereo not drawn),-24,12,-1,20,1,-9,5,3,-9
CC(=O)c1cccc(N(C(=O)CS(=O)CC(=O)Nc2ccc(F)cc2)C(C(=O)NC2CCCCC2)c2ccc(C)o2)c1 (stereo not drawn),7,-9,-7,8,5,-3,2,0,11
CC(C)OC(=O)C1OC1(C)c1ccccc1 (stereo not drawn),x,2,x,9,x,-8,x,0,x
O=C(NC1CCCCC1)c1ccc(CS(=O)Cc2ccc(Cl)cc2)o1 (stereo not drawn),-6,1,-1,7,4,-6,-3,3,-8
O=C(COC(=O)c1ccc2c(c1)OCCO2)Nc1cc(Cl)ccc1Cl,8,-12,-4,16,11,-7,-1,1,-15
CC(C)C(=O)N1CCN(c2ccccc2N)CC1,3,1,-1,10,8,-1,-3,0,-6

Compound activity deposited in PubChem BioAssay by Sanford-Burnham Center for Chemical Genomics.
